KLK7 zymogen act: activates the human kallikrein-7 zymogen; activation, % at 7 µM; AID 652039; actives 0.9% (n = 370,000); purified proKLK7, EDANS-DABCYL substrate fluorescence; 100% is mature enzyme control, 0% vehicle; P49862;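 active = activation above the mean of all tested compounds plus 3 SD, computed per campaign excluding outliers beyond control limits, cut at about 13% in these data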
PLC-beta3 inh: blocks human PLC-beta3 enzyme activity | Purified PLC-beta3, fluorogenic substrate, fluorescence | actives 0.18% (n = 370,000) | inhibition, % at 12.2 µM | Q01970; in the data active = inhibition above about 11%;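 note: 0% = median of compound wells on plate and 100% = full blocker control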
MBD2 inh: inhibitors of human MBD2 binding to methylated oligonucleotide. inhibition, % at 4.4 µM. Q9UBB5. TR-FRET. actives 0.31% (n = 370,000); in the data active = inhibition above about 13%
ADAM17 inh: inhibitors of human ADAM17 | P78536 | recombinant ADAM17, EDANS/DABCYL FRET peptide cleavage | inhibition, % at 6.95 µM | actives 0.83% (n = 370,000);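 active = inhibition above the mean of compounds lying between control limits plus 3 SD, set per campaign, cut at about 8.5% in these data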;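 note: 0% = DMSO-only wells as the low control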
ARFGAP1 inhibitor: inhibits rat ARF GTPase activating protein 1. Q62848. Arfgap1-stimulated ARF1 GTP hydrolysis, GDP FP detection. inhibition, % at 16.5 µM. actives 0.26% (n = 360,000). AID 651572;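 active = inhibition above a per-plate limit, mean inhibition of low control wells plus 3 SD, cut at about 25% in these data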;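 note: 0% = DMSO wells with enzyme and 100% = wells lacking Arfgap1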
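Material: rat Arfgap1 GAP domain (His6, aa 1-136), purified enzyme. Also added: human ARF1(Δ1-17)-GTP substrate. Compound dosing: 16.5 µM single point, 1.26% DMSO. Timing: enzyme reaction 120 min at 25 °C after 20 min preincubation. Signal: GDP detection by fluorescence polarization. Read-out basis: percent inhibition of GAP-stimulated GDP formation, scaled between DMSO and no-Arfgap1 medians.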
PLCg1 inh: PLC-gamma1 (human) inhibition, primary screen | P19174 | purified PLC-gamma1, fluorogenic substrate, fluorescence | inhibition, % at 12.2 µM | actives 0.84% (n = 370,000) | AID 720700; in the data active = inhibition above about 9.5%
Target sequence (P19174 whole entry, looked up): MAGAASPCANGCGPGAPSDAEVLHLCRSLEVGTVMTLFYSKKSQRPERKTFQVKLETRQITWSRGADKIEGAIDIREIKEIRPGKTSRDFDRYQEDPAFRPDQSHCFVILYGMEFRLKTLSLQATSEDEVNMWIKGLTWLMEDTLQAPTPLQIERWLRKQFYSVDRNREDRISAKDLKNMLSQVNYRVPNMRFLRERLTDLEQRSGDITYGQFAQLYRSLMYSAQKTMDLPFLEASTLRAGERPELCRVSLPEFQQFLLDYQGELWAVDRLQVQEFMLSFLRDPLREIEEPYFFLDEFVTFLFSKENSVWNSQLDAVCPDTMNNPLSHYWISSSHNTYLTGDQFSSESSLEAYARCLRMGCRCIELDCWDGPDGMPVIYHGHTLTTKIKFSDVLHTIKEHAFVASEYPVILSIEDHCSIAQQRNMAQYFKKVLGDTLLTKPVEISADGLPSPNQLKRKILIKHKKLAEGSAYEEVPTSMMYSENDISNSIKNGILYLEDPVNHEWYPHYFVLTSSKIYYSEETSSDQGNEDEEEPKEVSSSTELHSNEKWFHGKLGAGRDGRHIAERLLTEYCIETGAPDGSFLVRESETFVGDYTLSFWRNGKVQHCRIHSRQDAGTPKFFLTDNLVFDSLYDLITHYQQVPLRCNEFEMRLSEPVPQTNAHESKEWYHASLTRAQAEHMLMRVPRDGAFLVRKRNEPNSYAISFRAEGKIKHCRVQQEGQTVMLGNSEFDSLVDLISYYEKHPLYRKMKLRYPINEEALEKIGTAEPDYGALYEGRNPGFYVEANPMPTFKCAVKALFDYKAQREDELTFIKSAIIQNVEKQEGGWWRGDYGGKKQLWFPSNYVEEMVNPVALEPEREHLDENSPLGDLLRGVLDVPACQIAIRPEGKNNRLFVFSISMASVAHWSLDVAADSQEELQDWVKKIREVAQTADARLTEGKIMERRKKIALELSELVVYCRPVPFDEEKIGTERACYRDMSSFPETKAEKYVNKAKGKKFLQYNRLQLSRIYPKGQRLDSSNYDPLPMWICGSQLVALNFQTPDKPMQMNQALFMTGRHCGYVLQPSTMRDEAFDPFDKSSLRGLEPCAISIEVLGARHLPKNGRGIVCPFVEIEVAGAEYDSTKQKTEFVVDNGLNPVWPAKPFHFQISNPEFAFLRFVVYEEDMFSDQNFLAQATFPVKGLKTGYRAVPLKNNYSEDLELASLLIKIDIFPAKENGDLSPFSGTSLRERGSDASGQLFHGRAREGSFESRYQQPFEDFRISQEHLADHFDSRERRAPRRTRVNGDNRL
DDE Tn7 FP inh: DD(E)-Tn7 binding inhibition, primary FP screen; FP displacement of FITC-Tn7 peptide from fibrin DD(E); 0% = median of compound wells per plate; inhibition, % at 8.3 µM; actives 0.13% (n = 370,000);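 active = inhibition above the mean of compounds falling within the control limits plus 3 SD of them, cut at about 14% in these data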;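 note: 0% = plate median of compound wells and 100% = 10 µM Aha-Tn7 peptide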
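Also added: labelled Tn7 tracer, 0.1 µM; Assay system: human fibrin DD(E) protein; Amount: 2 µM fibrin DD(E); Schedule: 10 min compound pre-incubation, 3 h probe incubation at room temperature; Repeats: one replicate per compound; Read-out basis: percent inhibition; Measured by: fluorescence polarization of the labelled Tn7 tracer.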
ASAP1 inh: ASAP1 ArfGAP inhibition; Q9ULH1; ASAP1-stimulated ARF1 GTP hydrolysis, GDP FP detection; inhibition, % at 16.5 µM; actives 0.19% (n = 360,000); in the data active = inhibition above about 25%;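 note: 0% = vehicle with enzyme and substrate and 100% = no enzyme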
UHRF1 binding: UHRF1 methyl-DNA binding inhibition; Q96T88; UHRF1 binding to methylated oligo, TR-FRET; inhibition, % at 4.4 µM; actives 0.75% (n = 370,000); in the data active = inhibition above about 21%;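 note: UHRF1 SRA domain binding a hemimethylated CpG hairpin DNA probe; 0% = median of test compound wells and 100% = reference inhibitor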
DDE Tn6 FP inh: inhibitors of Tn6 peptide binding to human fibrin DD(E); P02675; Fibrin DD(E) TRITC-Tn6 fluorescence polarization displacement; inhibition, % at 8.3 µM; actives 0.21% (n = 370,000); AID 720509;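 active = inhibition above a per-campaign cutoff: mean of compounds within control limits plus 3 SD, cut at about 15% in these data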;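 note: 0% = median of all compound wells on the plate and 100% = blocking peptide control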
Numbers without * were called inactive; i = inactive; x = no result given.

KLK7 zymogen act	mol	PLC-beta3 inh	MBD2 inh	ADAM17 inh	ARFGAP1 inhibitor	PLCg1 inh	DDE Tn7 FP inh	ASAP1 inh	UHRF1 binding	DDE Tn6 FP inh
0.7	CC(=O)Nc1ccc(NC(=O)COC(=O)[C@@H]2CCCN2C(=O)c2cccs2)cc1	7	4	-1	4	2	-9	-11	1	-10
0.0	O=S1(=O)CC(N2CCC(Cc3ccccc3)CC2)CN1C1CCCC1 (stereo unspecified)	-3	0	-3	-2	1	1	-4	2	5
0.0	CC1CCc2cc(F)cc3c(O)c(C(=O)NCCN(C)C)c(=O)n1c23 (stereo unspecified)	-13	0	-10	6	-4	3	5	2	7
-0.7	CCOC(=O)N1CCN(S(=O)(=O)c2ccc(OCC)c3ccccc23)CC1	-6	-1	-3	-2	-6	5	-9	-2	3
0.3	COc1ccc(CCNC(=O)C2CCN(C(=O)c3ccc([N+](=O)[O-])cc3)CC2)cc1	3	1	-4	0	2	5	9	-2	3
0.4	c1ccc(-c2csc(N3CCCCCC3)n2)cc1	3	0	-1	-4	5	0	-2	-2	-1
-2.3	Cc1ccc2c(n1)sc1c(-c3ccc(Br)cc3)c(C#N)c(N)nc12	-62	2	-24	1	-50	1	3	-1	-3
0.5	COc1ccccc1N1CCN(C(=O)/C=C/c2ccc3c(c2)OCO3)CC1	-15	-4	-14	1	-12	3	17	0	-3
0.5	CN(C)c1ccc(C(=S)N2CCNCC2)cc1	6	-4	4	-6	5	-1	6	-1	-5
-0.6	Cc1ccccc1-c1nnc(SCC(=O)Nc2c(C)n(C)n(-c3ccccc3)c2=O)o1	0	3	-4	4	2	2	3	2	-3
-0.2	CN1CCN(C(c2ccc(C(F)(F)F)cc2)c2ccc3cccnc3c2O)CC1 (stereo unspecified)	-22	3	3	2	-16	-2	8	-7	4
-1.3	O=C(O)COc1ccc2c3c(c(=O)oc2c1)CCC3	-33	4	-132	0	-34	7	-1	1	0
1.5	Cc1cccc(-n2c(O)c(C=Nc3ccc4c(c3)OCO4)c3ccccc3c2=O)n1	-61	-2	-21	-6	-48	5	-2	4	2
-0.5	Cc1ccc(CN2C(=O)CCC2C(=O)NCCCN2CCCC(C)C2)cc1 (stereo unspecified)	1	-3	1	0	5	1	0	0	3
17*	Cc1ccc2cc3cc(C(=O)NCCCN4CCCC4=O)oc3nc2c1	-406	-9	i	-5	-267	2	-15	-9	5
0.8	CCn1cc(C(=O)NCc2ccco2)c(=O)c2cc(S(=O)(=O)N3CC(C)CC(C)C3)ccc21 (stereo unspecified)	2	-5	0	-9	4	5	5	-1	6
0.2	Cc1sc2ncnc(OCC(=O)NC(C)C(C)C)c2c1C (stereo unspecified)	-1	1	-3	8	1	0	-1	1	-1
-0.1	O=C(CSc1ncn[nH]1)N1N=C2/C(=C\c3ccco3)CCCC2C1c1ccco1 (stereo unspecified)	-19	3	-6	8	-13	4	6	0	-7
1.4	CC(C)CCN(CCC(C)C)C/C(O)=C(\C#N)c1nc(-c2ccccc2)cs1	-12	2	3	1	-1	-8	4	0	-9
-0.1	CC1CCN(c2ccc3nnc(CCC(=O)NCC(C)c4ccccc4)n3n2)CC1 (stereo unspecified)	-9	-2	-3	11	-1	-2	-12	0	1
0.5	COCC(C)N=C1NN=C(c2c[nH]c3ccccc23)CS1 (stereo unspecified)	-11	4	1	14	-7	-6	-3	3	5
0.0	O=[N+]([O-])c1cc(S(=O)(=O)N2CCCC2)ccc1N/N=C/c1cccnc1	4	-1	8	8	9	-9	11	2	-4
2.6	COc1ccc2c(C)c(CCC(=O)NCCCN3CCCC3=O)c(=O)oc2c1C	-83	1	-237	5	-63	3	-12	-1	5
-0.2	Cc1cc(N(CCO)CCO)nc(-n2nc(C)cc2C)n1	5	2	2	7	4	-1	6	1	-2
-0.2	CN[C@H]1C[C@H]2c3cc(N4CCOCC4)ccc3CCN2C[C@H]1[C@H](C)O	-5	-6	-7	x	-7	2	x	0	-9
0.3	Nc1ccc(-c2nc3ccccc3o2)cc1	-152	1	-295	15	-84	-3	2	-5	4
-0.6	OCC[C@@H]1C[C@H](O)[C@@H](O)[C@]2(Cc3ccccc3CO2)O1	2	-4	-2	-5	0	1	-6	-1	6
0.3	CCN(CC)C(=O)CN(c1cc2c(cc1OC)oc1ccccc12)S(=O)(=O)c1ccccc1	2	2	-1	1	4	-6	3	1	-1
-0.8	CCOc1ccc(C(C)NC(=O)C2CCN(S(=O)(=O)c3ccc(OC)cc3)CC2)cc1OCC (stereo unspecified)	-4	0	-3	-8	0	-2	4	0	6
-0.6	O=C(C1CCCCC1)N1CCN(c2ccnc3cc(Cl)ccc23)CC1	-13	1	-2	0	-4	1	0	-2	3
-0.3	COc1cccc(-c2c(C(=O)N/N=C(\C)c3cccnc3)nnn2-c2nonc2N)c1	-6	-4	1	3	0	0	8	-3	-4
3.0	CN(Cc1ccccc1)C(=O)c1ccc(Cc2cn(C)c3ccccc23)nc1	-9	3	-8	-8	-1	3	7	7	7
-1.1	CCc1cc(=O)oc2cc(C)c(CN3CCCCC3)c(O)c12	-22	6	-2	1	-14	13	-8	7	4
0.1	CC1(C)CCCC2(C)C1CCC1(C)OC(=O)CCC12 (stereo unspecified)	0	-5	-2	-4	3	0	6	-4	-2
-0.6	Cc1cccc(C)c1NC(=O)CNC(=O)c1ccccc1	-56	1	1	-1	4	-3	-1	0	-2
0.4	COC(=O)[C@@]12C[C@@H](CC(=O)N3CCSCC3)C(=O)N(CCc3ccc(OC)c(OC)c3)C1=CCC(C)(C)C2	2	1	-3	-2	-2	0	-12	-2	8
-1.6	COC(=O)c1c(C)[nH]c(C(=O)OCC(=O)N(CC(C)C)c2c(N)n(Cc3ccccc3)c(=O)[nH]c2=O)c1C	-66	4	-11	7	-49	1	3	3	-5
0.5	COc1ccc(NC(=O)CN(C)CC(=O)Nc2cccc(C(C)=O)c2)cc1	-1	-2	0	1	-2	4	7	-1	1
0.0	O=C1COc2ccc(C(=O)COC(=O)c3ccc(F)cc3Cl)cc2N1	2	-5	2	-9	0	3	5	-1	4
-0.5	CCOC(=O)C1Nc2ccccc2C2C(O)C(O)CC12 (stereo unspecified)	-24	-12	3	5	-14	2	-4	-4	-2
-0.7	COc1cccc(NC(=O)c2csc3c2CCCC3)c1	5	-3	13*	10	9	-3	4	5	-2
0.0	CCCC(=O)Nc1nc2ccc(S(N)(=O)=O)cc2s1	6	-2	-1	3	1	-6	12	1	-3
0.4	O=[N+]([O-])c1ccccc1NCCOc1ccccc1	3	-4	1	7	0	-3	-13	-5	-2
0.5	COc1ccc(NC(=S)Nc2ccc3snnc3c2)cc1	-4	-2	-3	6	1	8	-1	-4	0
0.3	Cc1ccccc1S(=O)(=O)Cc1ccc(C(=O)NCCN(C)Cc2ccccc2)o1	-5	1	-1	-1	3	4	-9	-2	9
0.1	CC(Oc1ccccc1F)c1nnc(SCC(=O)N(c2ccccc2)C2CCS(=O)(=O)C2)o1 (stereo unspecified)	-9	-1	1	9	3	0	0	2	0
0.4	CC(C)(C)c1[nH]nc2c1C(c1ccoc1)C(C#N)=C(N)O2 (stereo unspecified)	-2	-4	-3	-13	0	-6	4	-2	-8
-0.1	CCNC(=O)NNC(=O)C1CC(c2cccs2)=NO1 (stereo unspecified)	-7	-2	-5	13	-4	-2	-11	-2	-3
-0.5	CCOc1cc(NC(=S)NCCc2ccccc2)c(OCC)cc1NC(C)=O	2	0	-2	-12	-2	10	-6	-1	-2
-0.6	CC(C)Cn1c(SCC(=O)NC2CC2)nc2ccccc21	-1	2	-1	-6	3	-2	-9	-1	-1
-0.5	Cn1c(CCNC(=O)C2CCCCC2)nc2cc([N+](=O)[O-])ccc21	-59	-5	-5	18	1	9	-1	-1	6
0.4	Nn1c(Cc2cccc3ccccc23)nnc1SCc1ccc(Cl)c(Cl)c1	0	4	5	9	-2	0	-2	0	0
-5.9	COc1cc(-c2cnc3c(NC=O)cc(-c4ccccc4Cl)cn23)cc(OC)c1OC	-17	-1	-3	6	-14	1	2	-2	-4
-5.4	Oc1ccc2sc(-c3ccccc3O)c(-c3ccc(OCCN4CCCCC4)cc3)c2c1	-21	-3	-2	7	-16	3	20	1	5
0.0	COc1cccc(CN(C)C(=O)CNC(=O)c2ccc3c(c2)OCO3)c1OC	-4	7	-1	5	-1	-1	6	0	-4
-0.6	COc1cccc(C(=O)NCc2ccc3c(c2)OCO3)c1OC	4	8	-9	0	5	2	0	6	-1
0.7	COc1ccc(C2C(C(=O)NCCCN3CCOCC3)c3ccccc3C(=O)N2c2ccc(OC)cc2)cc1 (stereo unspecified)	11*	2	7	3	5	-1	-8	2	2
-0.5	NC(=O)CC(NC(=O)Cc1cccc2ccccc12)c1ccc(NCc2ccccc2)c([N+](=O)[O-])c1 (stereo unspecified)	0	0	-3	3	1	0	-6	0	-1
0.3	COC(=O)Cc1ccc(NC(=O)C(c2ccccc2)c2ccccc2)cc1	4	-4	8	-6	2	-4	-11	-2	0
-0.9	CC(C)C(=O)Nc1ccnc(-c2cccnc2)n1	3	-7	1	7	7	-8	11	-3	9

Later entries
KLK7 zymogen act	mol	PLC-beta3 inh	MBD2 inh	ADAM17 inh	ARFGAP1 inhibitor	PLCg1 inh	DDE Tn7 FP inh	ASAP1 inh	UHRF1 binding	DDE Tn6 FP inh
-0.7	CSc1sc(C(=O)NN)c2c1C1(CCC2)SCCS1	-69	-1	-2	4	-1	2	-2	-1	7
-0.4	O=C(COC(=O)/C=C/c1cccc(C(F)(F)F)c1)Nc1ccc(Cl)cn1	1	0	1	2	7	-7	6	2	2
0.6	COc1ccccc1NCC(O)COc1ccc(C(C)(C)C)cc1 (stereo unspecified)	0	-1	5	-3	0	4	-1	0	-5
0.3	CCc1nnc(NC(=O)CCS(=O)(=O)c2ccc(C)cc2)s1	-2	-1	-5	11	0	3	-2	2	7
0.7	Cc1ccc(C)c(-c2nn(-c3cc(N4CCN(CCO)CC4)ccc3[N+](=O)[O-])c(=O)c3ccccc23)c1	4	-1	2	-2	3	-6	2	0	-2

Some of the entries so far, as labelled records:
> Cc1ccc(C)c(-c2nn(-c3cc(N4CCN(CCO)CC4)ccc3[N+](=O)[O-])c(=O)c3ccccc23)c1
  KLK7 zymogen act: 0.7 | PLC-beta3 inh: 4 | MBD2 inh: -1 | ADAM17 inh: 2 | ARFGAP1 inhibitor: -2 | PLCg1 inh: 3 | DDE Tn7 FP inh: -6 | ASAP1 inh: 2 | UHRF1 binding: 0 | DDE Tn6 FP inh: -2
> CCc1nnc(NC(=O)CCS(=O)(=O)c2ccc(C)cc2)s1
  KLK7 zymogen act: 0.3 | PLC-beta3 inh: -2 | MBD2 inh: -1 | ADAM17 inh: -5 | ARFGAP1 inhibitor: 11 | PLCg1 inh: 0 | DDE Tn7 FP inh: 3 | ASAP1 inh: -2 | UHRF1 binding: 2 | DDE Tn6 FP inh: 7

Reprinted at random: two compounds from above
KLK7 zymogen act	mol	PLC-beta3 inh	MBD2 inh	ADAM17 inh	ARFGAP1 inhibitor	PLCg1 inh	DDE Tn7 FP inh	ASAP1 inh	UHRF1 binding	DDE Tn6 FP inh
-0.7	CSc1sc(C(=O)NN)c2c1C1(CCC2)SCCS1	-69	-1	-2	4	-1	2	-2	-1	7
0.3	CCc1nnc(NC(=O)CCS(=O)(=O)c2ccc(C)cc2)s1	-2	-1	-5	11	0	3	-2	2	7

Assay outcomes (PubChem BioAssay)
